STEP inh – STEP (human) phosphatase inhibition. P54829. recombinant STEP, OMFP fluorogenic substrate, fluorescence. inhibition, % at 20 µM. 0.25% of 360,000 active. AID 588621;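 active means inhibition at 20 µM, scaled per plate between control wells, above about 37%, limit read from the data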;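 further: 0% = DMSO with enzyme and substrate and 100% = substrate only without enzyme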
Target sequence (P54829 whole entry, looked up): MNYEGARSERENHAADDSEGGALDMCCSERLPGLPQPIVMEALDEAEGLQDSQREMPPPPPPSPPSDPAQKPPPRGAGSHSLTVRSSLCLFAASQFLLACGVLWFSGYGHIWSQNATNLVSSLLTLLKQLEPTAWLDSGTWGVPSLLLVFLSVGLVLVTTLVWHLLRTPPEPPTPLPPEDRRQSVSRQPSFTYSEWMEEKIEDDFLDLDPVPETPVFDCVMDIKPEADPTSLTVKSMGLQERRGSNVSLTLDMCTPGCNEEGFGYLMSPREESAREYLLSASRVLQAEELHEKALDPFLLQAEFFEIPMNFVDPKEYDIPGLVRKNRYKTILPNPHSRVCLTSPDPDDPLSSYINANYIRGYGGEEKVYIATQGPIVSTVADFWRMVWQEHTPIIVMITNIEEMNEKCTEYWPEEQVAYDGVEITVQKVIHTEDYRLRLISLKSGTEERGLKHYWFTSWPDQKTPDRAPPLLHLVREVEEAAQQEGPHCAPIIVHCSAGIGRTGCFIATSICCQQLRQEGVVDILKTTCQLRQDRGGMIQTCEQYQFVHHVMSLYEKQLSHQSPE
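medium = Bis-Tris buffer pH 6.0, 2.5 mM DTT, 0.005% Tween 20 | test system = STEP (striatal-enriched tyrosine phosphatase) enzyme, cell-free | measure = normalized % inhibition | compound dosing = 20 µM, 1% DMSO | also added = 25 µM OMFP | schedule = reaction 20 min, ambient temperature | measured by = fluorescence read at 480 nm ex / 540 nm em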
DNMT1 block – DNMT1 (human) enzyme inhibition; 0.83% of 360,000 active; AID 588458; inhibition (reported as % activation of signal), % at 10 µM; DNMT1 molecular beacon, Hinp1I cleavage, fluorescence; P26358; in the data active means inhibition above about 50%
TbMetRS inhib – Trypanosoma brucei MetRS inhibition. purified T. brucei MetRS, ATP depletion, Kinase-Glo luminescence. inhibition, % at 11.9 µM. AID 624268. 0.4% of 360,000 active;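 active means inhibition above a per-plate cutoff of the control wells' mean inhibition plus 3 SD, cut at about 5.5% in these data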;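 further: 0% = DMSO wells median and 100% = median of wells with control inhibitor compound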
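assay system = parasite MetRS enzyme | timing = 15 min preincubation, 2 h reaction, all 25 °C | evaluation = percent inhibition relative to median high and low control wells | medium = HEPES buffer containing pyrophosphatase, BSA, spermine, DTT | compound = single dose, 11.9 µM final nominal, 0.9% final DMSO | detection = Kinase-Glo luminescence, ATP depletion format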
Rpn11 inh – inhibitors of human proteasome Rpn11; O00487; human 26S proteasome, Ub4-pepOG fluorescence polarization; 20S core pre-blocked with epoxomicin; 0.59% of 360,000 active; calls only at 20 µM;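 active means inhibition at 20 µM, scaled to each plate's controls, above about 33%, limit read from the data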
Target sequence (O00487 whole entry, looked up): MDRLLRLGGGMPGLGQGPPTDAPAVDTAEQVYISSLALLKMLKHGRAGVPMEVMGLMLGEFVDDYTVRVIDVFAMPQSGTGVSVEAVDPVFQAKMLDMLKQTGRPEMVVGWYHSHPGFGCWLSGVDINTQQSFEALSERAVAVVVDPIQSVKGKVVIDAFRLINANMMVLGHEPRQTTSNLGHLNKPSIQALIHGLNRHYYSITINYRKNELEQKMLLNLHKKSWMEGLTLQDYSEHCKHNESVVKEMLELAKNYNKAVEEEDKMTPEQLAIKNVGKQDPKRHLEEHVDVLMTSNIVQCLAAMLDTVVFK
LMPTP block – blocks human LMPTP phosphatase. AID 651560. inhibition, % at 20 µM. recombinant LMPTP-A, OMFP fluorogenic substrate, fluorescence intensity. 0.22% of 360,000 active;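 active means compounds that cut the enzyme signal by at least half of the control window in the single-dose screen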;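 further: plate controls were DMSO wells with enzyme plus substrate for no effect and substrate without enzyme for full effect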
Target sequence (P24666 whole entry, looked up): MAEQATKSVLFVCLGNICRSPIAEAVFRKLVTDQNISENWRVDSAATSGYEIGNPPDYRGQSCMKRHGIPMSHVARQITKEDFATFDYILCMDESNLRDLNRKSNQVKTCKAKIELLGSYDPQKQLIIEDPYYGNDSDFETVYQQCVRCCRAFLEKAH
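test system = LMPTP-A | amount = 0.625 nM LMPTP-A final | reagent = fluorogenic phosphatase substrate OMFP at 400 µM final | incubation = 50 min at room temperature | benchmarks = no-enzyme low control, uninhibited high control | medium = Bis-Tris pH 6.0, DTT, detergent | signal = fluorescence intensity of OMFP turnover product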
NadD block – inhibitors of Staphylococcus aureus NadD | purified NadD enzyme, colorimetric absorbance read-out | inhibition, % at 20 µM | 0.78% of 360,000 active | AID 602399; in the data active means inhibition above about 26%; further: some compounds past the cut are filed as inactive
SUMO1 PPI mod – alters human SUMO1 binding to SIM partners; P63165; SUMO1 binding to a labelled peptide, TR-FRET, 1 h; inhibition, % at 20 µM; 0.33% of 360,000 active; AID 602429; in the data active means inhibition above about 37%
MsrA inhibitor – inhibitors of bovine MsrA; purified bovine MsrA, absorbance read-out; inhibition, % at 15.5 µM; 0.75% of 360,000 active; AID 651718; in the data active means inhibition above about 4.5%;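 further: 0% = vehicle wells with enzyme and 100% = reference inhibitor wells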
CSN inh – CSN deneddylation inhibition | Q92905 | Purified CSN, SCF-Nedd8-OG deneddylation, fluorescence polarization | inhibition, % at 12.5 µM | 0.38% of 360,000 active;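 active means pattern-corrected inhibition above about 35%, with an unprinted fluorescence ratio check between 0.5 and 1.5, limit read from the data, passing the limit was not always enough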;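 further: 0% = enzyme with substrate and 100% = substrate without enzyme; some results filed as inactive read as strong as hits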
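Assay system: purified human Csn5 enzyme expressed in HEK293T cells; Input: 0.24 nM Csn5 enzyme, final concentration; Reagent: 10 nM SCFSkp2-Nedd8OG; Compound dosing: 12.5 µM single point; Times: reaction 90 min, room temperature; Technique: fluorescence polarization readout.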
Scp1 inh – Scp-1 (human) phosphatase inhibition. Q9GZU7. Recombinant Scp1, phosphopeptide, malachite green phosphate absorbance. inhibition, % at 20 µM. 0.88% of 340,000 active;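 active means inhibition above about 50% at 20 µM, limit read from the data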;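 further: plate controls were DMSO wells with enzyme for no effect and wells lacking enzyme for full effect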
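Times: enzyme reaction 45 min at room temperature, colour 5 min, stabilisation 30 min. Material: SCP-1 catalytic fragment, aa 76-261. Medium: Acidic Tris acetate buffer with magnesium and detergent. Signal: colorimetric free-phosphate detection, absorbance 630 nm. Read-out basis: % inhibition of SCP-1 phosphate liberation. Reagent: Phosphorylated 17-residue peptide substrate.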
* marks the source's active call; other numbers are inactive results; i = inactive; · = not tested or not shown; + = active, no number; & = joins results of further samples.

SMILES	STEP inh	DNMT1 block	TbMetRS inhib	Rpn11 inh	LMPTP block	NadD block	SUMO1 PPI mod	MsrA inhibitor	CSN inh	Scp1 inh
CCNC(=O)/C(C#N)=C/c1c(N2CCN(C)CC2)nc2c(C)cccn2c1=O	4	1	-0.6	i	-2.5	-3	-19	1.6	0	-9
COc1cc(/C=C2\SC(=S)N(CC(=O)Nc3cccnc3)C2=O)cc(OC)c1OC	0	-14	-0.4	i	1.4	13	-15	1.2	-2	-3
Cc1c(NC(=O)COC(=O)C(c2ccc(Cl)cc2)C(C)C)c(=O)n(-c2ccccc2)n1C (centres undefined)	1	1	0.4	i	-0.4	-4	1	0.5	2	0
O=C(NC(=S)NCc1cccnc1)c1ccccc1F	-2	1	0.0	i	-0.6	2	-6	-0.8	2	-1
Nc1ccc(S(=O)(=O)NNC(=O)C(=O)NNc2ccccn2)cc1	3	2	0.0	i	-1.5	4	-3	0.7	1	-8
Cc1cccc(NC(=O)c2sc3nc(-c4ccccc4)cn3c2C)n1	-1	-5	0.3	+	0.8	-3	0	2.0	15	-3
C/C(=N/NC(=O)c1ccc2c(c1)OCCO2)c1ccc([N+](=O)[O-])cc1	11	-1	-0.6	i	23	-7	-3	-0.7	4	19
CC(=O)Nc1ccc(S(=O)(=O)N(C)CC(=O)OC(C)C(=O)NC2CCCCC2)cc1 (centres undefined)	1	2	-0.2	i	-1.1	1	4	1.2	-7	1
COc1cccc(CNc2nc(-c3cccnc3)nc3ccccc23)c1	-1	-1	1.6	i	17	-6	5	1.5	-5	-3
CCCCn1c(SCC(=O)NCc2ccc(OC)c(C(=O)O)c2)nc2cc(S(N)(=O)=O)ccc21	0	2	0.0	i	-0.8	-1	2	0.1	5	-5
O=C(Nc1cccc(-c2nc3ncccc3o2)c1)c1ccccc1	-2	-10	-0.7	i	0.0	-2	0	0.0	-5	-4
CCCCNC(=S)NCc1ccc2[nH]c3c(c2c1)CCCC3	-2	-5	0.0	i	1.5	1	-2	-0.4	3	-4
O=C(COC(=O)c1cc(C(F)(F)F)cc(C(F)(F)F)c1)NCc1ccc(Cl)cc1	0	15	0.1	i	-2.4	-4	6	-0.5	2	3
CN(CCOc1ccc(Cl)cc1)C(=O)c1cc(S(=O)(=O)N2CCOCC2)ccc1N1CCCC1	-1	-4	0.0	i	0.7	-2	2	1.2	-2	-15
CCN(C(=O)COC(=O)CCCc1c[nH]c2ccccc12)c1c(N)n(Cc2ccccc2)c(=O)[nH]c1=O	5	-3	0.1	i	0.1	1	0	-0.2	-2	-1
COCC(C)n1c(SCC(=O)NC(=O)NC2CCCC2)nc2ccccc2c1=O (centres undefined)	-1	-2	0.0	i	0.2	-9	0	1.0	-1	-10
CCCS(=O)(=O)N1CCN(C(=O)COc2ccc(OC)cc2)CC1	-5	-5	-0.4	i	-0.1	-5	1	-1.3	3	-1
CC(C)CCNC(=O)c1cc(-c2ccncc2)nc2ccc(S(=O)(=O)N3CCOCC3)cc12	0	6	0.4	i	-2.4	0	-7	-0.6	3	-7
CCN1C[C@@H]2[C@@H]3C(=O)N(Cc4ccccc4)C(=O)[C@@H]3[C@](Cc3ccccc3)(C1=O)N2C(=O)c1ccc(C(F)(F)F)cc1	2	2	-0.4	i	-0.4	14	-3	-0.6	-7	-3
CN(CC(=O)N1CCN(C2CCCCC2)CC1)S(=O)(=O)c1cccc2nsnc12	-12	1	-1.4	i	-0.2	-6	-20	0.4	3	-2
CCOc1ccc2[nH]c3c(N4CCN(C(=O)c5ccco5)CC4)ncnc3c2c1	2	-3	-0.1	i	5.2	11	13	0.3	3	-1
Cc1ccc(C(=O)N(CC(=O)NC2CCCCC2)c2ccccc2C)s1	0	2	-1.1	i	-2.2	-4	3	-0.1	-4	-2
CCCCNc1c(-c2ccc(OC)c(SC(C)CC)c2)nc2ccc(C)cn12 (centres undefined)	6	-24	-0.1&0.1	i	13&2.7	1&2	-2&1	2.5&-0.5	-1&2	12
CCc1cc(C(=O)O)c(NC(=O)/C=C/c2ccc(OC)cc2)s1	0	0	0.3	i	0.1	-7	-28	2.6	3	-14
CC(=O)N1CCCc2cc(S(=O)(=O)NC(C(=O)NC3CCCCC3)C(C)C)ccc21 (centres undefined)	-4	2	-0.8	i	-2.7	1	-4	0.5	-1	-3
O=C(O)Cc1ccc(NC(=O)c2ccc3c(c2)C(=O)N(Cc2ccco2)C3=O)cc1	16	38	-0.4	i	2.6	-13	-10	0.8	7	69*
CCOC(=O)C1=C2c3cc(OC)c(OC)cc3CC(C)(C)N2C(=O)C1=O	0	-11	-0.8	i	-0.5	-10	1	0.9	-5	-6
N#Cc1ccc(CN2CCN(C(=O)c3ccc(S(=O)(=O)NCc4ccco4)cc3)CC2)cc1	-3	2	-0.3	i	-1.7	1	1	0.1	-4	-1
O=C1c2ccccc2C(=O)N1c1ccc(Cl)cn1	-1	0	-0.7	i	0.0	-3	-12	0.4	-5	3
CC(C)c1ccc(OC(=O)NCCO)cc1	2	-3	-0.9	i	-1.5	-2	1	-1.1	4	-5
CC(=O)NC1C(=O)N=C(SCC(=O)Nc2ccc(C(F)(F)F)cc2Cl)NC1=O (centres undefined)	0	4	-0.9	i	-0.3	-2	-1	1.0	1	-1
COCCCNCCOCCOc1ccc(Cl)cc1C(C)(C)C	10	-5	-0.6	i	0.4	-6	1	0.4	-5	-4
C/C(=N\O)c1ccc2c(c1)OCCO2	-3	2	-1.3	i	0.5	3	1	-0.9	-6	2
COCCNC(=O)COC(=O)c1ccc(OCC(=O)Nc2ccccc2OC)c(OC)c1	0	0	0.1	i	0.1	-1	0	0.8	0	10
Cc1cc(=O)oc(C)c1C(=O)OCC(=O)c1ccc(Cl)c(Cl)c1	-1	-1	-1.2	i	-0.1	-5	0	0.3	1	-8
O=C(CN(c1ccc(Cl)c(Cl)c1)S(=O)(=O)c1ccccc1)N1CCc2ccccc2C1	1	-8	-1.4	i	2.6	-6	-2	1.1	-2	-14
COc1ccc(CN(C(=O)c2cc3ccccc3oc2=O)C2CCS(=O)(=O)C2)cc1 (centres undefined)	-1	0	-0.6	i	-0.8	-1	-4	-0.5	-4	-11
CCCn1c(N)c(C(=O)COC(=O)CCNS(=O)(=O)c2ccccc2F)c(=O)[nH]c1=O	-1	3	-0.8	i	1.2	-1	11	-0.9	-1	2
CC1CCC2(CC1)NC(=O)N(CC(=O)Nc1cccc(C#N)c1)C2=O (centres undefined)	0	4	0.2	i	0.1	3	1	0.6	-2	-10
Nc1nnc(C(F)(F)F)s1	-1	-1	0.0	i	0.2	-8	-4	-0.6	-3	-14
COCCN(C(=O)CCC(=O)Nc1cc(C)on1)C(C(=O)NC(C)(C)C)c1ccc(OC)cc1 (centres undefined)	0	1	0.4	i	0.1	-9	6	0.7	4	-7
Cc1cccc(NC(=O)CN(C)C(=O)C2CC2)c1C	0	1	-0.3	i	-0.6	-1	-2	0.0	-5	0
CN(Cc1ccccc1)c1nc(N)nc(Cl)c1C=O	2	-2	-0.8	i	-0.6	1	3	0.2	-3	-1
CC(C)c1ccccc1NS(=O)(=O)N(C)C	2	-7	0.2	i	0.5	-1	-1	0.0	-2	-6
O=C1NC[C@H](CCCCN2C[C@@H](Cc3ccccc3)N(CC3CCCCC3)C(=O)C2=O)N(CCC2CCCCC2)C1=O	·	·	-0.7	·	1.5	15	7	-0.4	-3	·

Compound profiles, from the list above. Order of values: STEP inh, DNMT1 block, TbMetRS inhib, Rpn11 inh, LMPTP block, NadD block, SUMO1 PPI mod, MsrA inhibitor, CSN inh, Scp1 inh
CCN(C(=O)COC(=O)CCCc1c[nH]c2ccccc12)c1c(N)n(Cc2ccccc2)c(=O)[nH]c1=O in the list: 5, -3, 0.1, i, 0.1, 1, 0, -0.2, -2, -1
CCCS(=O)(=O)N1CCN(C(=O)COc2ccc(OC)cc2)CC1 in the list: -5, -5, -0.4, i, -0.1, -5, 1, -1.3, 3, -1
CN(CCOc1ccc(Cl)cc1)C(=O)c1cc(S(=O)(=O)N2CCOCC2)ccc1N1CCCC1 in the list: -1, -4, 0.0, i, 0.7, -2, 2, 1.2, -2, -15
O=C(O)Cc1ccc(NC(=O)c2ccc3c(c2)C(=O)N(Cc2ccco2)C3=O)cc1 in the list: 16, 38, -0.4, i, 2.6, -13, -10, 0.8, 7, 69*

Next structures
SMILES	STEP inh	DNMT1 block	TbMetRS inhib	Rpn11 inh	LMPTP block	NadD block	SUMO1 PPI mod	MsrA inhibitor	CSN inh	Scp1 inh
CCN1CCN(CCCNC(=O)Cn2cc3c(n2)CCCC3)CC1	-2	-2	-0.1	i	-7.7	3	4	-0.1	-3	15
COc1ccc(C=O)cc1OC(=O)C1(C)Cc2ccccc2C(=O)O1 (centres undefined)	-3	2	-0.3	i	-0.7	-6	2	-0.6	0	3
O=C(Nc1nc2c(s1)C(=O)CCC2)c1ccccc1	1	3	-0.9	i	-3.7	-6	-6	1.5	-1	-7
CCC(CO)NC(=O)c1ccccc1C(F)(F)F (centres undefined)	-1	0	1.2	i	-1.9	-1	-3	-0.2	-4	-5
O=C(c1ccco1)N1CCN(C(=O)c2oc(=O)c3ccccc3c2-c2ccccc2)CC1	-3	3	0.0	i	-0.9	-3	-2	-0.4	-2	-4
CCCC1=C(C(=O)OCC)C(c2cc(Cl)cc(OC)c2OCc2ccccc2)NC(=O)N1 (centres undefined)	0	-5	-0.8	i	2.4	0	-1	1.5	5	-8
CC(=O)Nc1ccc(CNc2nc3cc(-c4ccc(F)cc4)sc3c(=O)n2C)cc1	1	-11	-0.1	i	4.2	2	-6	2.5	2	·
CC1CCN(S(=O)(=O)c2ccc3c(c2)N(CC(=O)NCCCN2CCCC(C)C2)C(=O)CS3)CC1 (centres undefined)	-2	-1	-0.2	i	-4.4	-6	-3	1.3	1	-1
O=C1C2C3C=CC(C4CC34)C2C(=O)N1/N=C/c1ccc(-c2cccc([N+](=O)[O-])c2)o1 (centres undefined)	-2	-6	-0.7	i	-0.9	13	-18	1.5	1	-2
Cc1ccc(NC(=O)C2CC(=O)n3ncnc3N2)cc1C (centres undefined)	-1	0	-0.1	i	-1.8	-3	0	1.6	-8	-14
O=C1NC[C@H](Cc2ccc(O)cc2)N(C[C@@H]2CCCN2C[C@H](Cc2ccccc2)N2C[C@H](Cc3ccccc3)N(CC3CCCCC3)C(=O)C2=O)C1=O	·	·	-0.7	·	1.7	39*	5	0.8	4	·
COc1ccc(-c2oc(=O)c3cc(OC)c(OC)cc3c2C#CCCCO)cc1	-1	-14	-0.1	i	0.3	-17	-12	0.3	-3	-2

Source: PubChem BioAssay
